TNAP inh hiacc: TNAP (human) inhibition, high acceptor; hit rate 0.03% among 200,000; inhibition, % at 20 µM; purified TNAP, CDP-star luminescence, 1 M DEA;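 active = over 50% inhibition of tissue-nonspecific alkaline phosphatase at 20 µM in the single-dose screen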;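 note: plate controls were DMSO wells for no effect and EDTA-quenched wells as full inhibition for full effect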
Target sequence (P05186 whole entry, looked up): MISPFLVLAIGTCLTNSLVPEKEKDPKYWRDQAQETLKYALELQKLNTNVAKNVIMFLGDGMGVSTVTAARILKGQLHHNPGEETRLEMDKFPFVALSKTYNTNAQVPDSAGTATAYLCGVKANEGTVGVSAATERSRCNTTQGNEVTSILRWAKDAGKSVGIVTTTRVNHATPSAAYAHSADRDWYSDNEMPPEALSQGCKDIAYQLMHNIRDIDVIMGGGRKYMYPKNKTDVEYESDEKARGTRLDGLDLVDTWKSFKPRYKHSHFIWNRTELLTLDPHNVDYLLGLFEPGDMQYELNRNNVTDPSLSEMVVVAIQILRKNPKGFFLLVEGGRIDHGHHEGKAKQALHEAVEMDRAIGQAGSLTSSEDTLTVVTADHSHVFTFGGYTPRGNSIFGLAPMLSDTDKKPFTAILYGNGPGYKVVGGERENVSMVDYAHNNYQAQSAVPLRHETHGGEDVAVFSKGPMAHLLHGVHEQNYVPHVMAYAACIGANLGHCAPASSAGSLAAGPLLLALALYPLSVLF
TNAP inh noacc: inhibitors of human TNAP without phosphate acceptor; P05186; purified TNAP, CDP-star luminescence, 30 min; inhibition, % at 20 µM; hit rate 0.26% among 200,000;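 active = tissue-nonspecific alkaline phosphatase inhibition above about 50% at 20 µM in the single-dose screen, limit read from the data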;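 note: 0% = DMSO negative control and 100% = EDTA positive control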
APP transl inh: APP translation inhibition | SH-SY5Y APP 5'UTR-luciferase reporter, luminescence | inhibition, % at 2 µM | hit rate 0.82% among 190,000;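 active = inhibition above a set limit, derived from the sample mean plus 3 SD, cut at about 45% in these data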; note: values of inactives mirror those of a sister screen read the other way
RAM network inh: yeast RAM network inhibition. S. cerevisiae dse1pr::URA3 reporter, 5-FOA growth OD615, 2 d; analog-sensitive cbk1-as2 kinase mutant strain. hit rate 1.8% among 190,000. inhibition, % at 50 µM;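 active = inhibition above a set limit, 3 SD over mean compound inhibition, cut at about 8.4% in these data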;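 note: 0% = DMSO-only wells with no growth and 100% = 10 µM 1-NA-PP1 full growth; inhibition rescues growth on 5-FOA so higher OD means more RAM inhibition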
FLuc stim CS: affects firefly luciferase, flagging false hits in luciferase stimulation screens; P08659; ATPlite luciferase biochemical, luminescence, 10 min; 0 = ATP-free wells, 1 = DMSO control; activation factor at 10 µM; 200,000 tested, under 10 active; AID 1027;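 active = luciferase activation factor, scaled between plate controls, of at least 2 with compound at 10 µM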
Target sequence (P08659 whole entry, looked up): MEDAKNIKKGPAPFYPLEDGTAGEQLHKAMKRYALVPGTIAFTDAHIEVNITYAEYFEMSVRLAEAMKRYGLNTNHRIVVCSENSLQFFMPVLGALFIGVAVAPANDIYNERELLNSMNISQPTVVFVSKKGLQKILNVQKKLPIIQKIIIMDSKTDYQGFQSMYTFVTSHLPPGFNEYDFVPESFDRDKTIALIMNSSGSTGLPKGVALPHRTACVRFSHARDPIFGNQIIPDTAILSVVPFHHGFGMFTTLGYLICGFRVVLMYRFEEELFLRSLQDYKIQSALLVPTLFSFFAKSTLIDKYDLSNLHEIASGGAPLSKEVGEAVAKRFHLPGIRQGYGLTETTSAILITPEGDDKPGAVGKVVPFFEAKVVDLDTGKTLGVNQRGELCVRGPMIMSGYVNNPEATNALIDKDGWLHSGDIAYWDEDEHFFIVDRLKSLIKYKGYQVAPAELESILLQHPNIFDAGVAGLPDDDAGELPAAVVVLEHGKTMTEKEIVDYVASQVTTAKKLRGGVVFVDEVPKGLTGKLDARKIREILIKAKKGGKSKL
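Assay system: Luciferase/luciferin detection reagent, cell-free biochemical luciferase assay / Also added: ATP substrate / Schedule: 10 min at ambient temperature / Measured by: luminescence measurement of luciferase light output / Benchmarks: low control with PBS replacing ATP, high control enzyme plus ATP without compound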
FLuc inh counter: Photinus pyralis luciferase inhibition counter-screen | P08659 | ATPLite firefly luciferase biochemical luminescence, 10 min | inhibition, % at 10 µM | hit rate 1.5% among 200,000;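 active = inhibition above about 50% when tested at 10 µM, limit read from the data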
bIAP inhibitor: intestinal alkaline phosphatase (bovine) inhibition; purified bovine IAP, CDP-star luminescence, 30 min; inhibition, % at 20 µM; 190,000 tested, under 10 active; AID 1019;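 active = over 50% inhibition of intestinal alkaline phosphatase at 20 µM in the single-dose screen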
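System: Purified bovine intestinal alkaline phosphatase (IAP) enzyme | Input: IAP diluted 1/65,000,000 in the well | Also added: CDP-star chemiluminescent phosphatase substrate, 30 µM final | Dosing: 20 µM single dose | Times: Enzyme reaction for 30 min at room temperature | Detection: Luminescence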
L major viab: reduces viability of Leishmania major promastigotes; resazurin fluorescence viability; inhibition, % at 10 µM; hit rate 9% among 200,000; AID 1063; in the data active = inhibition above about 50%;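 note: promastigotes grown with compound for 44 hours at 28 °C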
bIAP act: intestinal alkaline phosphatase (bovine) activation; activation factor at 20 µM; AID 1016; hit rate 0.17% among 200,000; purified bovine IAP, CDP-star luminescence, 30 min; hits give high values; fold of DMSO-control signal, blank-subtracted;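 active = activation factor of 2 or more at 20 µM, a signal rise over negative controls twice the positive control's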
TNAP act hiacc: TNAP (human) activation, high acceptor. 200,000 tested, under 10 active. purified TNAP, CDP-star luminescence, 1 M DEA, 30 min; hits give high values; 0 = EDTA background, 1 = DMSO-only activity. activation factor at 20 µM. P05186;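 active = activation factor at least 2 at 20 µM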
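system = human TNAP | amount = enzyme diluted 1/800 final | reagent = 100 µM CDP-star substrate | signal = luminescent substrate turnover signal | dosing = one dose, 20 µM | benchmarks = EDTA negative control, DMSO positive control | measure = activation factor | timing = 30 min reaction, room temperature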
An asterisk follows results filed as active.

SMILES	TNAP inh hiacc	TNAP inh noacc	APP transl inh	RAM network inh	FLuc stim CS	FLuc inh counter	bIAP inhibitor	L major viab	bIAP act	TNAP act hiacc
COc1ccc(S(=O)(=O)N(C)CC(=O)NCc2cccnc2)cc1OC	-5	-10	-3	0.7	1.1	-6	13	3	0.9	1.1
O=C(c1ccncc1)c1ccc(NC(=O)c2cccs2)cc1	4	-5	-15	1.0	0.9	6	41	6	0.6	1
CC1(C)CC(=O)C(C(C2=C(O)CC(C)(C)CC2=O)c2cccs2)C(=O)C1 (stereo not given)	2	2	12	-2.2	1.1	-7	10	-2	0.9	1
N#Cc1ccc(-c2ccc3c(c2)OCO3)nc1SCC(=O)OCc1ccccc1	-5	-7	4	7.9	1.1	-8	0	-4	1	1
NC(=O)NCc1cccc(Cl)c1	-4	0	4	-0.1	1	-5	13	-6	0.9	1
COc1ccccc1N1CCN(C(CNS(=O)(=O)c2ccccc2)c2cccnc2)CC1 (stereo not given)	-8	-16	4	-0.1	1	-2	-2	93*	1	1.1
CC1(C)CC(=O)C2=C(C1)N(Cc1ccc(F)cc1)C(=O)C2(NC(=O)c1cccnc1)C(F)(F)F (stereo not given)	-2	-6	-16	-0.9	1	-4	4	3	1	1
CC(=O)c1cc(-c2ccccc2)n(CCC(=O)NCc2cccs2)c1C	-1	-9	12	-0.3	1.1	-6	2	6	1	1
Cc1ccc(-n2c(SCc3cn4ccsc4n3)nc3ccccc3c2=O)cc1	-5	-5	6	-0.3	1.1	-10	7	85*	0.9	1.1
COC(=O)C1CCN(c2nc3ccccc3nc2C(C#N)C(=O)OCC(C)C)CC1 (stereo not given)	3	2	-5	3.9	1.1	-8	9	14	0.9	1
CC(C)Cc1ccc(C#N)c(SCC(N)=O)n1	-10	-19	5	0.2	1.1	-6	11	4	0.9	1.1
N=c1ccn(Cc2ccc(Cl)cc2)cc1	0	23	-15	-0.3	0.9	6	2	-6	1	1
CC1CCN(C(=O)c2cc3nc(C4CC4)cc(C(F)(F)F)n3n2)CC1	0	-2	4	-0.5	1	1	-27	0	1.3	1
O=C(c1cc([N+](=O)[O-])cc([N+](=O)[O-])c1)N(c1ccccn1)c1ccccn1	1	-14	0	2.5	1	-3	14	45	0.9	1
CCCCc1ccc(NC(=S)NCCc2ccc(S(N)(=O)=O)cc2)cc1	-3	-209	16	7.7	1	0	-4	3	1	1
O=c1[nH]n2c(=O)c3c([nH]c2c1N=Nc1cccc(C(F)(F)F)c1)CCCC3	20	-44	10	6.4	1	-3	8	-1	0.9	0.8
CCCS(=O)(=O)N1CCN(C(=O)c2cccc(OC)c2)CC1	-3	-4	-5	0.8	1	-4	2	-5	1	1
CCCCOc1ccccc1N	0	-9	-11	0.7	1.1	-6	3	-5	1	1
O=c1cc(CO)occ1OCc1c(F)cccc1Cl	-4	-4	8	1.1	1.1	-8	-7	-4	1.1	1
CC1Oc2ccccc2N(Cc2cccnc2)C1=O (stereo not given)	-6	-11	-24	-0.2	1.1	-6	2	-2	1	1.1
NC(=O)COC(=O)c1ccccc1OCc1ccccc1Cl	-3	-7	-9	4.5	1	-1	-1	5	1	1
COc1ccccc1N1CCN(CCCNC(=O)Nc2ccccc2C)CC1	-4	-8	-16	2.0	1.1	-5	2	-3	1	1
Cc1ccc(NC(=O)c2cc(NC(=O)c3ccco3)ccc2N2CCCCC2)cc1	-2	-7	17	2.0	1	-4	3	10	1	1
N#CC1=C(N)OC2=C(C(=O)CCC2)[C@]12C(=O)N(CC(N)=O)c1ccccc12	-2	-6	24	0.9	1	-5	4	0	1	1
CCOc1ccc(-c2nc(CSCC(=O)NCCN3CCOCC3)c(C)o2)cc1	-4	-10	22	0.1	1	0	-19	-3	1.2	1
Cc1cc(C(C)(C)C)cc(C)c1N	0	-4	2	1.4	1	-4	5	3	1	1
NC(=O)N/N=C/c1cccc(OCc2ccc(F)cc2)c1	-1	2	15	2.5	0.9	11	10	8	0.9	1
Cc1ccc(S(=O)(=O)N(Cc2ccc(Cl)cc2)c2ccccc2C(=O)NCc2ccco2)cc1	0	-10	-1	8.9*	1	-4	17	58*	0.8	1
O=C(NCc1ccc(F)cc1)c1ccc(S(=O)(=O)Nc2cccc(C(F)(F)F)c2)cc1	-1	9	-4	13*	1.1	-7	9	66*	0.9	1
Cc1c(Cl)cccc1NC(=S)NCCc1ccc(S(N)(=O)=O)cc1	4	13	-10	0.0	1	-4	-4	5	1	1
CC(=O)C1=C(C)OC(N)=C(C#N)C1c1ccco1 (stereo not given)	0	-12	-6	1.6	1.1	-9	16	28	0.8	1
CCC(=O)NCCc1nc2ccccc2n1CC(=O)c1ccccc1	2	6	-10	0.8	1.1	-7	-16	0	1.2	1
CCOC(=O)CC(=O)CSc1ccc2nnc(-c3ccc(F)cc3)n2n1	-1	-13	-1	1.7	1	-5	-3	5	1	1
Cc1ccc(Nc2nc(N)c([N+](=O)[O-])c(N3CCOCC3)n2)cc1	3	0	4	3.2	1	0	9	-1	0.9	1
C[C@@H](C(=O)NCC1CC1)[C@@H]1C[C@@]1(C)[C@@H](NC(=O)OCc1ccccc1)c1ccccc1	-6	-7	-10	0.7	1	3	-4	7	1	1.1
CC(C)CC(C(=O)N1CCOCC1)N1Cc2ccccc2C1=O (stereo not given)	-5	-6	8	2.0	1	-2	-11	-6	1.1	1.1

Reprinted from the part before: five compounds; new compounds follow.
SMILES	TNAP inh hiacc	TNAP inh noacc	APP transl inh	RAM network inh	FLuc stim CS	FLuc inh counter	bIAP inhibitor	L major viab	bIAP act	TNAP act hiacc
CCC(=O)NCCc1nc2ccccc2n1CC(=O)c1ccccc1	2	6	-10	0.8	1.1	-7	-16	0	1.2	1
CCOC(=O)CC(=O)CSc1ccc2nnc(-c3ccc(F)cc3)n2n1	-1	-13	-1	1.7	1	-5	-3	5	1	1
Cc1ccc(Nc2nc(N)c([N+](=O)[O-])c(N3CCOCC3)n2)cc1	3	0	4	3.2	1	0	9	-1	0.9	1
C[C@@H](C(=O)NCC1CC1)[C@@H]1C[C@@]1(C)[C@@H](NC(=O)OCc1ccccc1)c1ccccc1	-6	-7	-10	0.7	1	3	-4	7	1	1.1
CC(C)CC(C(=O)N1CCOCC1)N1Cc2ccccc2C1=O (stereo not given)	-5	-6	8	2.0	1	-2	-11	-6	1.1	1.1
CC(O)Cc1cn([C@@H](CCCCN)C(=O)N2CCNCC2)nn1 (stereo not given in full)	0	-5	-5	2.7	1	-3	8	-1	0.9	1
O=C(NNc1c2ccccc2nc2ccccc12)c1ccccc1O	12	4	1	0.6	0.9	8	-2	21	1	0.9
O=C1C(Cl)=C(NC2CCCCC2)C(=O)N1c1ccc(Cl)cc1	-5	-9	14	8.1	1	-1	7	-5	0.9	1
Nc1nc2nc(-c3ccc(OCc4ccccc4)cc3)cc(C(F)(F)F)n2n1	-8	-24	7	6.5	1.1	-5	0	-7	1	1.1
CCCCCOc1ccc(CSC2=NCCN2)cc1[N+](=O)[O-]	-2	1	4	-1.0	1.1	-6	3	88*	1	1
CCn1cc(CNC(=O)c2cc(-c3ccccc3OC)nc3ccccc23)c(C)n1	-1	-7	6	0.0	1.1	-6	8	-3	0.9	1
COc1cc(C(=O)O)nc2ccc([N+](=O)[O-])cc12	3	-5	0	1.4	1	-4	-6	1	1.1	1
CCOc1ccc2[nH]c(=O)c(CN(Cc3cccs3)Cc3nnnn3C(C)(C)CC)cc2c1	-2	-5	-2	2.4	1	-5	-5	59*	1.1	1
COc1ccc(NC(=O)c2ccco2)cc1NC(=O)c1ccc(C)cc1	-2	-3	6	1.7	1	1	6	19	0.9	1
Clc1ccc(Cl)c(-c2ccc(/C=N/c3ncn[nH]3)o2)c1	-6	-11	8	-0.5	1	-4	10	21	0.9	1.1
CC(=O)c1ccc(Nc2cc(C)nc3ccc(C)cc23)cc1	-6	-10	-8	-0.5	1.1	-6	16	84*	0.8	1.1
Cc1cc(NC(=O)c2cc3ncc(Br)cn3n2)no1	-1	0	12	3.8	1	5	12	-3	0.9	1
Cc1ccc(NC(=O)CNc2cccc(C)c2C)c(C)c1	-2	-2	-6	2.6	1.1	-9	8	-5	0.9	1
O=C(NCCc1c[nH]c2ccccc12)c1cc2sccc2n1Cc1ccccc1	-2	-7	-6	4.6	1	0	34	100*	0.7	1
CC(=O)c1cccc(CN2CCN(Cc3ccccc3)C(CCO)C2)c1 (stereo not given)	-3	-9	2	2.0	1	-1	-3	18	1	1
COc1cccc(CN(C)CC(=O)Nc2cccc(C(F)(F)F)c2)c1OC	1	-3	-13	-0.4	1	-1	-6	-7	1.1	1
FC(F)(F)Oc1ccc(NC(=S)NCCCN2CCOCC2)cc1	-1	-5	7	2.4	1	-1	-14	40	1.1	1
CSc1ccccc1NC(=O)c1cccs1	0	-6	-8	-0.4	1	-1	7	5	0.9	1
CCn1c2ccc(C)cc2c2nnc(NN)nc21	0	10	-11	1.6	1	-3	7	12	0.9	1
COC(=O)CC1C(=O)NCCN1C(=S)NC(=O)CCc1ccccc1 (stereo not given)	-7	-12	17	0.5	1	-2	2	-2	1	1.1
CCOC(=O)Nc1ccc2c(CN3C(=O)NC(CC)(CC)C3=O)cc(=O)oc2c1	-4	-11	-2	1.4	1	-2	-11	4	1.1	1
CC1(C)CN=c2s/c(=C\c3ccc(Cl)cc3)c(=O)n2C1	-4	10	-18	0.4	0.9	8	3	5	1	1
O=P1(O)C=C(c2ccccc2)NC(c2ccccc2)=C1	1	-4	-9	-0.1	1	-3	5	-7	0.9	1
CC1(C)Cc2c(C#N)c(NCCc3ccccc3)nc(-c3ccco3)c2CO1	-4	-8	8	4.8	1.1	-12	15	-6	0.9	1
Cn1c(=O)c2c(ncn2CC(=O)N2CCN(c3ccc(F)cc3)CC2)n(C)c1=O	-6	-11	-31	0.3	1	0	6	1	0.9	1.1
CCOC(=O)C1CCN(C(=O)N(CC)CC)CC1	-5	-13	-11	-0.4	1.1	-8	10	-5	0.9	1.1
Cc1cc(C(=O)COC(=O)c2ccc3c(c2)NC(=O)CS3)c(C)n1CC1CCCO1 (stereo not given)	3	-33	15	5.3	0.9	13	17	-2	0.8	1
CCOc1ccc(NC(=O)C2CCN(S(=O)(=O)c3cccnc3)CC2)cc1	2	-20	2	2.0	1	3	4	-4	1	1
CC(C)=CCCC(C)CN1CCC(N2CCC(C(=O)N3CCCC3)CC2)CC1 (stereo not given)	-5	-5	3	-0.4	1.1	-5	-16	73*	1.2	1

Compound profiles (already shown). Order of screens: TNAP inh hiacc | TNAP inh noacc | APP transl inh | RAM network inh | FLuc stim CS | FLuc inh counter | bIAP inhibitor | L major viab | bIAP act | TNAP act hiacc
CC(C)=CCCC(C)CN1CCC(N2CCC(C(=O)N3CCCC3)CC2)CC1 (stereo not given) is listed with -5 | -5 | 3 | -0.4 | 1.1 | -5 | -16 | 73* | 1.2 | 1
NC(=O)N/N=C/c1cccc(OCc2ccc(F)cc2)c1 is listed with -1 | 2 | 15 | 2.5 | 0.9 | 11 | 10 | 8 | 0.9 | 1
O=C(NCCc1c[nH]c2ccccc12)c1cc2sccc2n1Cc1ccccc1 is listed with -2 | -7 | -6 | 4.6 | 1 | 0 | 34 | 100* | 0.7 | 1
CC1(C)CC(=O)C(C(C2=C(O)CC(C)(C)CC2=O)c2cccs2)C(=O)C1 (stereo not given) is listed with 2 | 2 | 12 | -2.2 | 1.1 | -7 | 10 | -2 | 0.9 | 1

Rows were taken by chance. Share with any hit: about 13%.
